Compound activity: PubChem, several laboratories
SUMO Mot1 rescue: yeast Mot1-301 growth rescue at high temperature, primary screen, SUMOylation pathway inhibitor project, S. cerevisiae, ATP luminescence, 38.5C; actives 1% (n = 320,000); growth rescue, % at 18.8 µM; S. cerevisiae Mot1-301 growth rescue; percent above DMSO median, 100 means doubled; AID 2716, 2010;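 active means every valid replicate shows activation above 250% relative to neutral control wells; inactive means the rest, any valid replicate at or below 250%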;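 further: OY570 slx delta 5 strain wells were the positive control but not used for scaling; some compounds called inactive have numbers as strong as hits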
PKA-R1A activ: activators of PKA-R1A holoenzyme, primary screen, biochemical, fluorescence polarization, Cy5-IP20, bovine R1A, mouse PKAc | cAMP-dependent protein kinase type I-alpha regulatory subunit (Bos taurus) + … | PKA-R1A dissociation; scaled: DMSO 0%, 113 µM cGMP 100% | activation, % at 11.4 µM | actives 0.083% (n = 340,000) | AID 504707, 2011;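 active means percent activation above the mean of all tested compounds plus 3 SD, cut at about 19% in these data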;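 further: higher means more PKAc released from R1A so a rise in polarization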
SR-BI HDL uptake: inhibitors of SR-BI mediated HDL lipid uptake, primary screen, ldlA[mSR-BI] cells, fluorescence, single point; Scavenger receptor class B member 1 (Mus musculus), Q61009; ldlA[mSR-BI] CHO cells, DiI-HDL uptake fluorescence, 3 h; inhibition, % at 12.5 µM; actives 0.96% (n = 320,000); AID 488896, 2010;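 active means mean replicate inhibition of at least 70% and a set share of replicates each scoring 70 or more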;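 further: 0% = median of neutral control wells and 100% = median of positive control wells; values of inactives mirror those of a sister screen read the other way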
Target sequence (Q61009 whole entry, looked up): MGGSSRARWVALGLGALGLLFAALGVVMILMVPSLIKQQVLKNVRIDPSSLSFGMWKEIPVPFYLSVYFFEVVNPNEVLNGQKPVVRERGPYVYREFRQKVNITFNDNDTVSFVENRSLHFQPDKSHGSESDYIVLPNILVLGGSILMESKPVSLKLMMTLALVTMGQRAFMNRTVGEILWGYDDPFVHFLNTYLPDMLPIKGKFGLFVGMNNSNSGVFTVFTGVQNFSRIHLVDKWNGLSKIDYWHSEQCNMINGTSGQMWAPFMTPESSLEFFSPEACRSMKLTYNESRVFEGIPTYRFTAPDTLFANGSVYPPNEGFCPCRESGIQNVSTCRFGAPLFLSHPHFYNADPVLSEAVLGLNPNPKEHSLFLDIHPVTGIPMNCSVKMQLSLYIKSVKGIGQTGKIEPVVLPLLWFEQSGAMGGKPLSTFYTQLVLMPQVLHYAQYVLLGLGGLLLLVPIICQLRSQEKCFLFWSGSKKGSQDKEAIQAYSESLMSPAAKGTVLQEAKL
PKA-R2B activ: activators of PKA-R2B holoenzyme, primary screen, biochemical, fluorescence polarization, Cy5-IP20, human | PKA-R2B holoenzyme dissociation; R2B truncated from residue 108, S112A mutant; 0% DMSO only, 100% 113 µM cGMP | activation, % at 11.4 µM | actives 0.079% (n = 340,000) | AID 504700, 2011;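 active means activation above a cutoff set at the mean over all compounds plus 3 SD, cut at about 18% in these data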;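 further: higher means more holoenzyme dissociation and a rise in polarization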
CDK5 inh: inhibitors of human CDK5/p35 kinase, primary screen, biochemical, single concentration; Cyclin-dependent kinase 5 (Homo sapiens) + Cyclin-dependent kinase 5 activator 1 (Homo …; actives 0.01% (n = 330,000); Recombinant CDK5/p35, ADP-Glo luminescence, 60 min; inhibition, % at 10 µM;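 active means highest replicate inhibition of at least 50% and at least 75% of replicates reaching 50%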;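 further: plate controls were DMSO neutral control for no effect and GW8510 at 10 µM for full effect; many of its hits are not listed in these tables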
NSD2 inh: NSD2 histone methyltransferase inhibitors, primary screen, biochemical, AlphaScreen, single concentration, set 2. Histone-lysine N-methyltransferase NSD2 (Homo sapiens), O96028. NSD2 peptide methylation, 120 min. inhibition, % at 12.5 µM. actives 0.54% (n = 310,000); in the data active means inhibition above about 50%
MITF act: activators of MITF-driven TRPM1 promoter reporter, primary screen, cell-based, SK-MEL-5, luciferase, single point; SK-MEL-5 TRPM1-promoter luciferase, 24 h; % of positive control, neutral wells = 0; actives 0.75% (n = 300,000); activation, % at 12.5 µM;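 active means mean activation of at least 80% with every replicate also reaching 80%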;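 further: 0% = neutral control wells and 100% = parthenolide positive control wells; values of inactives mirror those of a sister screen read the other way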
SR-BI DiI-HDL act: activators of SR-BI mediated DiI-HDL uptake, primary screen, ldlA[mSR-BI] CHO cells, DiI fluorescence; 3 h; 100 = double the neutral-control signal; activation, % at 12.5 µM; actives 0.096% (n = 320,000); AID 504775, 2011;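 active means mean replicate activation of at least 60% and every replicate at or above 60%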;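 further: 0% = median plate neutral-control signal and 100% = twice that signal; values of inactives mirror those of a sister screen read the other way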
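System: CHO ldlA[mSR-BI] cells / Medium: HEPES-buffered (25 mM, pH 7.4) F12 plus 0.5% BSA / Probe or stimulus: labelled HDL, 10 µg/mL / Doses: single compound concentration, delivered by pin transfer / Schedule: 3 h, 37 °C / Measured by: DiI fluorescence, bottom read / Measure: cell-associated DiI fluorescence as measure of HDL uptake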
DSG3 Ab inh: inhibitors of pemphigus antibody binding to DSG3, primary screen, biochemical, bead-based, flow cytometry, scFv-GFP; Desmoglein-3 (Homo sapiens), P32926; DSG3-coupled beads, scFv-anti-DSG3-GFP binding; hits give low values; binding (percent of control), % at 10 µM; actives 0.48% (n = 310,000); AID 588358, 2011;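 active means binding more than 3 SD below its plate's average and above zero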;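 further: hits lower antibody fragment binding to DSG3; some compounds called inactive have numbers as strong as hits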
Arrestin-AP2 inh: inhibitors of beta-arrestin/AP2 binding, primary screen, biochemical, GPCR trafficking, flow cytometry. FITC-arrestin peptide / GST-AP2 beads; AP2 beta2 appendage carries R879A mutation. inhibition, % at 10 µM. actives 0.31% (n = 340,000);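 active means inhibition above a set limit, near 3 SD of compounds lacking own fluorescence, cut at about 54% in these data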;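 further: plate controls were DMSO wells for no effect and 5 µM unlabelled arrestin peptide for full effect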
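System: GST-AP2 R879A glutathione beads; medium: PBS, Tween 20 0.05%, BSA 0.1%; reagent: fluorescein-tagged arrestin peptide at 50 nM final; schedule: pre-incubation 12 min, peptide binding 1 h, room temperature; detection: flow cytometry, FL1 (488/535 nm); read-out: inhibition as reduced fluorescein signal on beads, percent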
dFosB act: activators of delta FosB homodimer, primary screen, biochemical, fluorescence polarization, TAMRA-CDK5 oligo, single point | activation, % at 25 µM | Protein FosB (Mus musculus), P13346 | AID 493131, 2011 | purified delta FosB; percent of positive-control signal above neutral wells | actives 0.99% (n = 340,000);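 active means mean activation above about 17%, with every replicate also reaching it, limit read from the data, passing the limit was not always enough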;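 further: fluorescence polarization rise as delta FosB binds a TAMRA Cdk5 AP-1 oligo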
Target sequence (P13346 whole entry, looked up): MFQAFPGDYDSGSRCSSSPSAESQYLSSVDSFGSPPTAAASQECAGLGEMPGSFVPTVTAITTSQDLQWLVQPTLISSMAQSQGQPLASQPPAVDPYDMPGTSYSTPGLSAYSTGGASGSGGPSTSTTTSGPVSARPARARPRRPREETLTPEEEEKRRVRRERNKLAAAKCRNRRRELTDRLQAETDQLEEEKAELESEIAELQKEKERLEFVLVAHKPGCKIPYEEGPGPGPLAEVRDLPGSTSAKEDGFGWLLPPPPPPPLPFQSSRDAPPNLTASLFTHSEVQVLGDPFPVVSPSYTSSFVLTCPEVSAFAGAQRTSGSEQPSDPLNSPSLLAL
* hit, by the source's call; / = not tested or not shown.

SMILES	SUMO Mot1 rescue	PKA-R1A activ	SR-BI HDL uptake	PKA-R2B activ	CDK5 inh	NSD2 inh	MITF act	SR-BI DiI-HDL act	DSG3 Ab inh	Arrestin-AP2 inh	dFosB act
Cc1cccc(OC(=O)c2ccc3nccnc3c2)c1	-6	-2	4	3	-0.6	2	-7	-4	104	17	0
COc1ccc(NC(=S)NNC(=O)Cn2nc(C(F)F)cc2C(F)F)cc1	6	2	-8	2	0.6	4	5	8	104	-8	3
COc1ccc(CCC(=O)NNC(=O)c2cc(Cl)ccc2OC)cc1OC	71	11	/	6	0.5	1	-2	/	/	-1	-3
O=C(c1cn(-c2ccccc2)nc1-c1cccs1)N1CCN(c2ccccc2)CC1	-12	-14	5	-2	0.4	-2	/	-5	94	-8	-16
CCOC(=O)Nc1ccc2c(c1)N(C(=O)CN(C)C)c1ccccc1CC2	3	-8	5	1	0.1	/	-4	-5	127	4	-9
CCc1c(C)nc2c(-c3ccccc3)c[nH]n2c1=O	9	-1	-3	2	-0.8	8	/	3	105	-4	-10
Cc1ccc(-c2csc3nc(C(C)C)oc(=O)c23)c(C)c1	6	1	-10	3	0.5	3	-9	10	/	14	-9
O=C1OCC2=C1C(c1ccc(F)cc1)c1cc3c(cc1N2)OCO3 (stereo not drawn)	/	1	-15	-1	-0.7	-3	-47	15	/	-5	0
Cc1ccc2nc(N(CCN3CCOCC3)C(=O)CCS(=O)(=O)c3ccccc3)sc2c1	-19	3	18	-15	0.1	-1	58	-18	104	-7	-5
Cc1cc(Cl)ccc1OCCCC(=O)OCC(=O)c1c(N)n(C)c(=O)n(C)c1=O	264	-7	5	1	-4.0	-1	-3	-5	100	10	-7
CN1CCN(C(=O)c2ccc3c(=O)n(CCc4ccccc4)c(=S)[nH]c3c2)CC1	37	-1	-10	-14	0.9	/	/	10	105	0	-16
Cc1ccc(C)c(NC(=O)COc2coc(CN3CCc4ccccc43)cc2=O)c1	0	3	5	5	1.4	-14	-22	-5	101	-1	-6
CCOc1ccc(-c2nc(-c3cccnc3)no2)cc1	16	4	14	7	0.7	-1	13	-14	102	-3	-23
CC1CCCC(C)N1CC(O)COCC1COc2ccccc2O1 (stereo not drawn)	-3	-1	-5	-10	-0.4	1	-3	5	106	26	-4
Cc1cccc(N(C(=O)CCC(=O)Nc2ccccn2)C(C(=O)NC(C)C)c2ccc(F)cc2)c1 (stereo not drawn)	-20	-6	-2	-5	-4.8	-1	-9	2	119	-11	-21
Cc1ccc([C@@H]2[C@@H]3C(=O)N(C)C(=O)[C@@H]3[C@]3(Cc4ccccc4)C(=O)N(Cc4ccccn4)CC(=O)N23)o1	101	-1	-2	4	0.1	/	3	2	99	18	9
CCCOc1ccc(C(=O)Nc2cc(S(=O)(=O)N3CCOCC3)ccc2N2CCN(CC)CC2)cc1OC	/	2	-22	-5	-0.3	/	7	22	102	-4	-3
Oc1ccc(/C=N/n2c3ccccc3c3ccccc32)cc1	/	-14	/	0	-0.9	11	-11	/	119	6	1
O=C(NC(=O)c1c(Cl)cccc1Cl)Nc1ccc(Oc2cccnc2)nc1	-8	/	13	/	-0.9	0	/	-13	93	5	-6
COc1ccc(NS(=O)(=O)c2cccc(-c3nnc4n3CCCCC4)c2)cc1	-3	-2	8	2	1.0	-3	-6	-8	118	5	-6
O=c1c(Cl)c(N2CCN(S(=O)(=O)c3ccccc3)CC2)cnn1-c1ccccc1	6	-5	-4	-15	-1.3	-3	-1	4	81	8	-6
O=C(NCc1ccc(F)cc1)c1ccc(CS(=O)(=O)Cc2ccc(F)cc2)o1	-8	-4	2	12	0.0	1	-12	-2	98	0	4
CCC(c1nnnn1Cc1ccc(F)cc1)N1CCN(C)CC1 (stereo not drawn)	-1	0	-20	-4	-3.0	-1	-12	20	102	-12	-7
CCOc1cc(N2CCOCC2)c(OCC)cc1NC(=O)CCC1CCCC1	3	6	2	-11	0.2	7	15	-2	105	3	-3
CO[C@H]1CC[C@@]2(C)[C@@H](CC[C@@H]3[C@@H]2CC[C@@]2(C)[C@H]3C[C@H](C(=O)N[C@@H](CCCN=C(N)N)C(=O)NCC(=O)N[C@@H](CC(=O)O)C(N)=O)O[C@]23CCCO3)C1	/	-3	-5	3	0.3	/	1	5	103	28	-4

Seven neighbouring compounds from above, quoted:
SMILES	SUMO Mot1 rescue	PKA-R1A activ	SR-BI HDL uptake	PKA-R2B activ	CDK5 inh	NSD2 inh	MITF act	SR-BI DiI-HDL act	DSG3 Ab inh	Arrestin-AP2 inh	dFosB act
Cc1cccc(OC(=O)c2ccc3nccnc3c2)c1	-6	-2	4	3	-0.6	2	-7	-4	104	17	0
COc1ccc(NC(=S)NNC(=O)Cn2nc(C(F)F)cc2C(F)F)cc1	6	2	-8	2	0.6	4	5	8	104	-8	3
COc1ccc(CCC(=O)NNC(=O)c2cc(Cl)ccc2OC)cc1OC	71	11	/	6	0.5	1	-2	/	/	-1	-3
O=C(c1cn(-c2ccccc2)nc1-c1cccs1)N1CCN(c2ccccc2)CC1	-12	-14	5	-2	0.4	-2	/	-5	94	-8	-16
CCOC(=O)Nc1ccc2c(c1)N(C(=O)CN(C)C)c1ccccc1CC2	3	-8	5	1	0.1	/	-4	-5	127	4	-9
CCc1c(C)nc2c(-c3ccccc3)c[nH]n2c1=O	9	-1	-3	2	-0.8	8	/	3	105	-4	-10
Cc1ccc(-c2csc3nc(C(C)C)oc(=O)c23)c(C)c1	6	1	-10	3	0.5	3	-9	10	/	14	-9

The listing continues.
SMILES	SUMO Mot1 rescue	PKA-R1A activ	SR-BI HDL uptake	PKA-R2B activ	CDK5 inh	NSD2 inh	MITF act	SR-BI DiI-HDL act	DSG3 Ab inh	Arrestin-AP2 inh	dFosB act
CCOc1ccccc1N(CC(=O)Nc1ccccc1C(=O)OC)S(C)(=O)=O	153	-9	-2	-10	-0.9	22	/	2	98	3	6
Cn1ncc(S(=O)(=O)Cc2ccccc2)c(Cl)c1=O	-7	-10	0	-9	1.7	-3	/	0	98	-20	5
COc1ccc(S(=O)(=O)N(C)CC(=O)Nc2ccccc2C(F)(F)F)cc1	-23	3	-27	-13	-0.5	-2	-1	27	103	-8	0
CCC(=O)Nc1ccc(C(=O)COC(=O)C(CCSC)NC(=O)COc2ccccc2)cc1 (stereo not drawn)	2	14	61	5	-1.2	2	5	-61	100	-1	-10
O=C(Oc1ccc(/C=N/Nc2nc(N3CCCCC3)nc(N3CCCCC3)n2)cc1)c1ccco1	-39	-7	26	-2	-1.0	0	-5	-26	104	45	1
CC(=O)c1cccc(NC(=O)/C(=C\c2ccco2)NC(=O)c2ccco2)c1	-3	3	9	-4	1.1	26	2	-9	102	-16	0
COc1ccc(CC(=O)N2CCN(c3ccccc3OC)CC2)cc1	271	-2	19	2	0.8	-3	5	-19	101	37	-3
CCOC(=O)c1cnc2nc(SC)nn2c1N	/	-2	-14	-10	-1.6	-2	0	14	101	2	3
Cc1cc(C(=O)CN2C(=O)NC(CC(C)C)C2=O)c(C)n1C1CC1 (stereo not drawn)	12	-5	35	-1	0.3	-2	29	-35	98	37	4
O=C(CCNS(=O)(=O)c1ccccc1C(F)(F)F)N1CCN(S(=O)(=O)c2cccc(Cl)c2)CC1	22	-14	10	-5	1.1	-2	-8	-10	98	4	-7
COC(=O)C1=C(C)N(CCc2ccc(OC)c(OC)c2)C(=O)/C1=C\N(C)C	-10	-1	-22	1	0.5	8	-2	22	97	-4	-8
O=C(CCCOc1cccc(Br)c1)NC1CCC(O)CC1 (stereo not drawn)	-12	7	-20	-5	0.2	-1	-1	20	109	26	0
CCN1CCN(C(C)CCc2ccccc2)CC1 (stereo not drawn)	-14	-7	-9	1	1.0	2	3	9	100	-16	-1
CCN(C(=O)CN1C(=O)NC2(CCCc3ccccc32)C1=O)c1ccc(F)cc1 (stereo not drawn)	7	-13	17	-11	0.5	-1	-7	-17	107	8	-1
CCCCCC/C=N/Nc1nnc(Cc2ccc(OC)c(OC)c2)c(=O)[nH]1	5	6	4	-1	-2.3	-2	-2	-4	93	29	-2
Cn1c(CN2CCCCC2)nc2cc(NC(=O)c3ccc(F)cc3)ccc21	-8	-1	25	-5	0.4	-3	/	-25	111	0	-8
CCOC(=O)c1ccc(Nc2nc(C)cc(=O)[nH]2)cc1	-8	4	22	-7	1.2	1	9	-22	101	14	-5
O=C(Nc1c[nH]c(=O)[nH]c1=O)c1ccc([N+](=O)[O-])cc1	-13	1	4	-4	1.2	3	6	-4	100	32	-10
CCOC(=O)N1CCC(NC(=O)CCC(=O)c2ccccc2)CC1	-11	0	/	-11	-1.7	0	-14	/	97	-1	3
CC(=O)Oc1c(-c2ccco2)oc2ccccc2c1=O	6	-7	-6	-5	-2.3	5	4	6	98	-6	-12
